12-LOX inh: ALOX12 (human) lipoxygenase inhibition. P18054. purified 12hLO, xylenol orange hydroperoxide absorbance. Potency, µM (series often up to 108 µM), for the others: top-dose activity change, negative = inhibition, usual class: inhibitors. 1.1% of 580,000 active
Target sequence (P18054 whole entry, looked up): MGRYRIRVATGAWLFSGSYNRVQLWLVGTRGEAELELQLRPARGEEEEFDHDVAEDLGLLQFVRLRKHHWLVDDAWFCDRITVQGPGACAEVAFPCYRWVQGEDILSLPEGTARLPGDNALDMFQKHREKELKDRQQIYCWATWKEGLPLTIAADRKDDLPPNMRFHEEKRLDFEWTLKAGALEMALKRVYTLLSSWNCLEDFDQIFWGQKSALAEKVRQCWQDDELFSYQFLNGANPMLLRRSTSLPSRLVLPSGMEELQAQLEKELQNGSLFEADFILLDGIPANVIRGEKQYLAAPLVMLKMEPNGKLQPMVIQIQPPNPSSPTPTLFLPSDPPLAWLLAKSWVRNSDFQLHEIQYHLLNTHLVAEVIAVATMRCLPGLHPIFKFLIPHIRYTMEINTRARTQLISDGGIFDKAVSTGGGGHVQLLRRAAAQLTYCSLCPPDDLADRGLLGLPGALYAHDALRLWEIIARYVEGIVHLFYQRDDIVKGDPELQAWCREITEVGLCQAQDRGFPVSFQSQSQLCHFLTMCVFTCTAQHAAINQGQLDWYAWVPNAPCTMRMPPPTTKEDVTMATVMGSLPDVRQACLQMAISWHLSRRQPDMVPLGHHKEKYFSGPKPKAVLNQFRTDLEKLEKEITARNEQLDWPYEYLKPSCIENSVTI
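Hydroperoxide product was detected by ferrous iron/xylenol orange as the 573 to 405 nm absorbance ratio. Arachidonic acid at 40 uM (final) was turned over for 30 min at room temperature by 150 nM human 12hLO, pH 7.0 Hepes buffer, after 15 min compound preincubation.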
GLS inhibitor: inhibitors of human glutaminase (GLS); O94925; GLS enzymatic activity, qHTS titration; Potency, µM (titrated, usually from 45.5 µM), for the others: top-dose activity change, negative = inhibition, most hits filed as inhibitors; 0.21% of 410,000 active; AID 624170
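Two-point fluorescence kinetic (t0, 30 min RT) for hKGA; glutamate detected via glutamate oxidase–HRP–Amplex Red. Substrate: 1 mM L-glutamine solution; buffer 45 mM KH2PO4, pH 8.2.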
* marks the source's active call; other numbers are inactive results; ? = inconclusive; [ ] = another dose, or the depositor's remark. The call rests on the fitted dose curve; in most records, active means well fitted inhibition curve with a large enough effect; inconclusive means small, poorly fitted or top-dose-only effect, or another doubt; inactive means no such curve, though single readings can be large or run the other way. On the % scale 0 is the no-effect control and ±100 the full control effect; potency means the concentration at half of the fitted maximal effect.

smiles | 12-LOX inh | GLS inhibitor
O=C(NC(c1ccccc1)c1ccc2ccccc2n1)C1CCN(Cc2ccc(Oc3ccccc3)cc2)CC1 (stereo not drawn) | 9.9% | -0.2%
CCCCN(C)C(=O)c1ccc(Nc2nc(C(N)Cc3ccccc3)cs2)nc1 (stereo not drawn) | 26.5% | 3.9%
COc1cc(CNc2ncnc3c2ncn3[C@H]2CN(Cc3cccc(C(F)(F)F)c3)C[C@@H](COC(C)=O)O2)cc(OC)c1OC | -7.7% | 1.2%
COC(=O)c1cc(=O)c2c(ccc3oc(=O)ccc32)[nH]1 | -10.8% | -7.2%
CC(=O)Nc1ccc(-c2ccnc3c2CC(C)(C(=O)NCCN(C)C)O3)cc1 (stereo not drawn) | 6.2% | 6.8%
COCCNC(=O)C1(C)CCCN(C(=O)c2ccc(F)cc2Cl)C1 (stereo not drawn) | -5.0% | -3.4%
Oc1c(N=Nc2nn[nH]n2)ccc2ccccc12 | ? | 20µM*
CCC(c1nnnn1-c1ccc(OC)cc1)N1CCN(C/C=C/c2ccccc2)CC1 (stereo not drawn) | -21.2% | 0.9%
COc1ccc(C(C)C)cc1-c1cc(C(=O)NCc2cccc(C(F)(F)F)c2)[nH]n1 | -13.1% | -6.2%
CCOC(=O)C1(C)CCN1C(=O)/C=C/c1ccccc1 (stereo not drawn) | 4.3% | 1.8%
CC(=O)Nc1ccc(CN2C(=O)C(Cc3ccccc3)ON=C2c2ncccc2C)cc1 (stereo not drawn) | 20.6% | 12.5%
CC(=O)NCCNC(=O)C1Cc2c(-c3ccc(Cl)cc3)ccnc2O1 (stereo not drawn) | 1.7% | 1.7%
CC(=O)Nc1cc(-c2cccc(C(=O)NCCN(C)C)c2)cn2c(-c3ccc(C(C)=O)cc3)cnc12 | -10.6% | 7.6%
CCc1nc2c(OCc3ccc(F)cc3)cccn2c1N(C)C(=O)c1ccc(C)cc1 | ? | 15.3%
CC1=C(C(=O)O)N2C(=O)[C@@H](NC(=O)[C@H](N)c3ccccc3)[C@H]2SC1 | -4.4%[22.9 µM] | -10.1%
O=S1(=O)N[C@@H](Cc2ccccc2)COc2cccc(N3CCC[C@H]3CO)c21 | -10.8% | 9.6%
COc1ccc(-c2nc3c(C)cc(Br)cn3c2CC2CCCCC2)cc1OC | 7.08µM* | -2.7%
CCc1nc2c(OCc3ccc(Cl)cc3)cccn2c1N(C)C(=O)C1CC1 | 22.3% | -6.4%
COc1ccc(CNC(=O)C2(C)Cc3c(-c4ccc(C(N)=O)cc4)ccnc3O2)cc1OC (stereo not drawn) | -53.0% | -0.8%
CN(C)c1ccc(-c2csc(C(O)c3ccc(F)c(F)c3)n2)cc1 (stereo not drawn) | -6.2% | -4.1%
Cc1cccc(-c2cc(NC=O)c3ncc(-c4cccc(C(=O)N(C)C)c4)n3c2)c1 | -4.5% | 8.2%
Cc1cccc(C)c1N1CCN(C(c2ccnc3ccccc23)c2nnnn2-c2ccc3c(c2)OCCO3)CC1 (stereo not drawn) | ? | -1.3%
CCOC1=C2[C@@H](CN(S(=O)(=O)c3ccc(C)cc3)[C@H]2c2cccc3ccccc23)[C@H]2C(=O)N(c3ccccc3)C(=O)[C@H]2C1 | -14.7% | -0.9%
COc1ccc(Cc2c(-c3cccc(Cl)c3)nc3ccc(C)cn23)c(C)c1 | 10µM* | -5.2%
CCCCNC(=O)C1(C)CCCCN1C(=O)c1cncc(Br)c1 (stereo not drawn) | 1.3% | 13.3%
CCN(C)C1CN(Cc2cn(Cc3cccc(Cl)c3)nn2)S(=O)(=O)C1 (stereo not drawn) | -11.7% | 1.4%
CCOC1=C2CN(S(=O)(=O)c3ccc(C)cc3)[C@H](c3cccc(Cl)c3)C[C@H]2[C@H]2C(=O)N(c3ccccc3)C(=O)[C@H]2C1 | -7.4% | -0.9%
Cc1ccc(C)c(NC(=O)C2(C)CCN2C(C)C)c1 (stereo not drawn) | -2.2% | 0.2%
CSc1ccc(OC2(C)CCN(Cc3ccc4c(c3)OCCO4)C2)cc1 (stereo not drawn) | -13.4% | 25.3%
CCCNC(=O)C1(C)CCN(Cc2ccc(C)c3ccccc23)C1 (stereo not drawn) | -12.3% | 1.9%
C#CCNC(=O)C[C@@H]1C[C@@]2(C(=O)OCC)CCC=C2N(Cc2ccc3c(c2)OCO3)C1=O | ? | -10.3%
O=C(Nc1ccc(F)c(Cl)c1)[C@@H]1O[C@H](CO)[C@H](O)[C@H](O)[C@H]1O | 4.2% | -1.4%
CCCCC(CC)COC(=O)/C=C/c1ccc(OC)cc1 (stereo not drawn) | 11.4% | -4.6%
CC1(C(=O)NCc2cccc(Cl)c2)Cc2c(-c3ccc4c(c3)OCO4)ccnc2O1 (stereo not drawn) | -8.5% | -8.4%
COC(=O)[C@@]1(Cc2ccc(OC)cc2)[C@H]2c3cc(C(=O)N4CCCC4)n(Cc4ccc(S(C)(=O)=O)cc4)c3C[C@H]2CN1C(=O)c1ccccc1 | 0.0% | 10.8%
CC1(C(=O)NCc2ccc(C(F)(F)F)cc2)CCN1Cc1cc2ccccc2o1 (stereo not drawn) | 11.6% | -8.1%
CCS(=O)(=O)N1Cc2cc(C(=O)N(C)C)nc(-c3cccc(-c4ccc(F)cc4)c3)c2[C@H]1CCO | 11.9% | -2.1%
Cc1cccc(C)c1Cn1c(C)c(C(=O)NCc2ccc(C#N)cc2)sc1=O | 0.5% | 3.4%
COc1ccc(OCCN2CCC(C(=O)NC(c3ccc(F)cc3)c3ncccc3C)CC2)cc1 (stereo not drawn) | -0.1% | 1.7%
COc1ccc(OC2(C)CCN(Cc3ccccc3OC(F)F)C2)cc1 (stereo not drawn) | ? | 15.3%
CC(C)[C@H](CO)NC(=O)[C@H]1O[C@@H](n2ccc(=O)[nH]c2=O)[C@H](O)[C@@H]1O | 2.1% | -12.1%
O=C1c2ccccc2C(c2nnnn2C2CCCCC2)N1CCc1ccc(O)cc1 (stereo not drawn) | 20.0% | 4.5%
O=C(NCCc1ccccc1)Nc1nnc([C@@H]2C[C@H](O)[C@@H](CO)O2)s1 | -0.8% | -6.3%
O=C1NC[C@@H](CCCCN2C[C@H](Cc3ccc(O)cc3)N(CCc3ccc(O)cc3)C(=O)C2=O)N(CCc2ccccc2)C1=O | ? | -17.3%
COc1ccc(NC(=O)C2(C)Cc3c(-c4cccc(NC(C)=O)c4)ccnc3O2)cc1 (stereo not drawn) | 6.8% | 5.9%
CC(=O)Nc1ccc(-c2ccnc3c2CC(C)(C(=O)Nc2cccc(Oc4ccccc4)c2)O3)cc1 (stereo not drawn) | -29.8% | -8.0%
CC1(C(=O)Nc2cccc3cccnc23)CCN1C(=O)Cc1ccc(Cl)cc1Cl (stereo not drawn) | ? | 0.5%
CCc1nc2c(OCCC3CCCCC3)cccn2c1N(C)C(=O)c1ccc(OC)cc1 | ? | 1.2%
O=C(NCCc1ccc2c(c1)OCO2)Oc1ccccc1 | 0.0% | 0.5%
CC1(C(=O)NS(=O)(=O)c2cccc(C#N)c2)CCN1C(=O)Cc1cc(F)ccc1F (stereo not drawn) | ? | -1.3%

One compound at a time (already shown).
O=C(NCCc1ccccc1)Nc1nnc([C@@H]2C[C@H](O)[C@@H](CO)O2)s1 as listed: 12-LOX inh = -0.8%; GLS inhibitor = -6.3%
CC(C)[C@H](CO)NC(=O)[C@H]1O[C@@H](n2ccc(=O)[nH]c2=O)[C@H](O)[C@@H]1O as listed: 12-LOX inh = 2.1%; GLS inhibitor = -12.1%
CC1(C(=O)Nc2cccc3cccnc23)CCN1C(=O)Cc1ccc(Cl)cc1Cl (stereo not drawn) as listed: 12-LOX inh = ?; GLS inhibitor = 0.5%

More records:
smiles | 12-LOX inh | GLS inhibitor
CCCCC(O)C1=C[N+](=O)CC=C1 (stereo not drawn) | 2.8% | -19.0%
CC1(C(=O)NS(=O)(=O)C2CC2)CCCN(C(=O)c2ccc(F)c(Cl)c2)C1 (stereo not drawn) | -4.4% | 3.0%
CN[C@H]1C[C@@H](c2ccccc2)N(C(C)=O)C[C@H]1CO | 7.6% | -19.6%
Cc1ccc2nc(C3CCCCC3)c(Cc3ccsc3)n2c1 | ? | -21.3%
CC(=O)Nc1cc(-c2ccc(S(C)(=O)=O)cc2)cn2c(-c3ccc(F)cc3)cnc12 | ? | -6.7%
Cn1cc(-c2ccc(C(=O)Nc3cccc(Oc4ccccc4)c3)c3occc23)cn1 | -2.8% | 3.8%
COc1ccc(CNC(=O)c2ccc(-n3cncn3)c3ccoc23)cc1OC | 0.6% | 7.0%
CCN1C(=O)[C@@H]2[C@@H]3CN(S(=O)(=O)c4ccc(C)cc4)[C@@H](c4cccc5ccccc45)[C@@H]3C(=O)C[C@@H]2C1=O | 7.1% | 1.3%
Cc1ccccc1-c1cnc(C(O)c2ccc(-c3ccccc3)cc2)[nH]1 (stereo not drawn) | -6.5% | -9.3%
COCCN1C(=O)c2ccccc2C1c1nnnn1Cc1ccccc1 (stereo not drawn) | -13.3% | 2.1%
COc1cc(Cn2c3ccc(NC(=O)CC(C)(C)C)cc3c(=O)n2C)ccc1F | -14.1% | -0.1%
CCCNC(=O)C1(C)CCCN(C(=O)CN2C(=O)c3ccccc3C2=O)C1 (stereo not drawn) | 10.5% | 3.9%
NC(=O)c1cccc(Nc2nc(C(N)COCc3ccccc3)cs2)n1 (stereo not drawn) | 8.8% | -1.6%
CCCC(=O)N1CCC1(C)C(=O)NS(=O)(=O)c1cc2c(cc1C)CCCS2(=O)=O (stereo not drawn) | -20.7% | 17.3%
Cn1c(NCc2ccccc2)nc2cc(-c3cccc(C(F)(F)F)c3)sc2c1=O | 13.7% | -0.4%
CCCNC(=O)c1cc2c(c(-c3cccc(-c4ccc(C#N)cc4)c3)n1)[C@@H](CCO)N(C(=O)CC)C2 | ? | 1.7%
CC(C)(C)c1ccc2cccc(F)c2n1 | 0.5% | -7.3%
COC(=O)c1cc(=O)nc(NN=Cc2ccc(C)cc2)s1 | ? | 35.1%[activator]
COc1ccc(-c2coc3c(C(=O)Nc4cccc(NS(C)(=O)=O)c4)cccc23)c(C)c1 | -1.8% | 0.0%
COCc1cccc(-c2csc(C(O)c3cccc(OC)c3)n2)c1 (stereo not drawn) | 5.9% | -8.6%
Cc1ccc(F)cc1C(=O)N1CCCC(C)(C(=O)NS(=O)(=O)C2CC2)C1 (stereo not drawn) | 2.7% | -1.6%
Cc1cccc(C(O)c2ncc(-c3ccc(F)cc3)[nH]2)c1C (stereo not drawn) | -7.6% | 2.2%
CC(C)N1CCC1(C)C(=O)Nc1cccc2ccccc12 (stereo not drawn) | -11.4% | 9.2%
COCCNc1nc(NCCN2CCNC2=O)c2sc(-c3ccccc3)cc2n1 | ? | -3.6%
O=C(OOC(=O)c1ccccc1)c1ccccc1 | -4.1%[22.9 µM] | -3.9%
CCCCN(C(=O)c1ccccc1Cl)C(CC(C)C)c1nc2ccccc2[nH]1 (stereo not drawn) | ? | -3.2%
Cn1c(NCCc2ccncc2)nc2cc(-c3cccc(C(F)(F)F)c3)sc2c1=O | 11.4% | -7.3%
CCC(=O)N1CCC(C)(C(=O)NCc2cccc(OC)c2)C1 (stereo not drawn) | -4.7% | 1.9%
FC(F)(F)c1ccccc1Cc1c(-c2ccc(Cl)cc2)nc2ccc(Br)cn12 | 39.8µM* | 1.5%
CCN(CC)C(=O)c1ccc2sc([C@@H]3O[C@H](CO)[C@H](O)[C@H](O)[C@H]3O)nc2c1 | -21.5% | 2.5%
CCCCNC(=O)c1nc(C2CCN(S(=O)(=O)c3ccc(F)c(F)c3)CC2)oc1-c1cccc(C(F)(F)F)c1 | 11.5% | 0.7%
Cn1c(NCc2cccnc2)nc2cc(-c3cccc(C(=O)NCCO)c3)sc2c1=O | 3.4% | -1.6%
CCCN1CCC(C)(C(=O)Nc2cccc(OC(C)C)c2)C1 (stereo not drawn) | -14.2% | -2.7%
CC1(C(=O)NS(=O)(=O)c2cccc(Cl)c2)CCN1C(=O)c1cccc(F)c1 (stereo not drawn) | -1.4% | 8.7%
COc1cccc(C(C)(O)c2nc(-c3ccc(S(C)(=O)=O)cc3)cs2)c1 (stereo not drawn) | -3.0% | 0.6%
Cc1cccc(C)c1C(O)c1ncc(-c2cccc3ccccc23)[nH]1 (stereo not drawn) | 2.0% | 1.9%
CCOC(=O)C1(C)CCN1C(=O)c1c(F)cccc1F (stereo not drawn) | -3.8% | 5.6%
CC(C)(C)c1ccc(S(=O)(=O)NC(=O)C2(C)CCN2C(=O)C2(c3ccccc3)CC2)cc1 (stereo not drawn) | -1.4% | 10.4%
COc1ccc(OC(F)(F)F)cc1CC1(C)C(=O)Nc2ccc(-c3ccsc3)cc21 (stereo not drawn) | ? | -1.3%
C=CCn1c2c(c3ccccc31)CCC2 | -49.5% | -1.6%
CC(C)C[C@H]1CNC(=O)C(=O)N1C[C@@H]1CCCN1C[C@H](Cc1ccccc1)N1C[C@H](CC(C)C)N(CCc2ccccc2)C(=O)C1=O | -17.8% | -6.4%

Some of the compounds tested; count on the stated rates, not on these rows.
